Compound activity deposited in PubChem by National Center for Advancing Translational Sciences (NCATS).
TDP43 rescue – qHTS of TDP-43 Inhibitors; TDP-43 expressing yeast growth rescue, BacTiter-Glo, 24 h; Potency, µM (doses to about 46.1 µM), without a hit: at the highest dose growth rescue (activation), actives largely listed as activators; 410,000 compounds, 1.8% hits; AID 652104, 2013; further: % of control where 0% means no effect; nearly all actives have a fitted effect of over 50% in size
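Galactose-induced TDP-43 yeast, OD600=0.02, compound pinned; 24 hr, 30 deg C; BacTiter-Glo luminescence for growth. Inhibitors of TDP-43 toxicity read as activators.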
KB-V1 cytotox – qHTS assay for MDR1-selective chemotherapeutics: Primary screen using the drug-selected MDR subline cells KB-V1. KB-V1 MDR cells viability, CellTiter-Glo, 72 h. Potency, µM (doses to about 46.1 µM), without a hit: top-dose activity change, negative = cytotoxicity, usual class: cytotoxic. 400,000 compounds, 3.4% hits; further: on the % scale 0 is the no-effect control and ±100 the full control effect; nearly all actives have a fitted effect of over 60% in size
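qHTS viability screen in drug-selected KB-V1 MDR cells: 72 h compound treatment at 37 degrees C, ATP luminescence end point.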
SW480 rerep – A quantitative high throughput screen for small molecules that induce DNA re-replication in SW480 colon adenocarcinoma cells. SW480 DNA re-replication, Hoechst DNA content imaging, 48 h. Potency, µM (doses to about 46.1 µM), inactives show at the top dose re-replication activation, actives largely listed as activators. 340,000 compounds, 1.8% hits. AID 624297, 2012; further: % of control where 0% means no effect; nearly all actives have a fitted effect of over 55% in size
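Cells (250 per well) received 23 nL compound or DMSO by pin tool and were kept 48 hr at 37 C, 5% CO2. Nuclei were then stained with Hoechst for 40 min and scanned for DNA content.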
GLP1R inv ag – qHTS of GLP-1 Receptor Inverse Agonists (Inhibition Mode); Glucagon-like peptide 1 receptor (Homo sapiens), P43220; HEK293 GLP-1R CRE-luciferase, luminescence, 24 h; GLP-1R form is constitutively active; Potency, µM (highest dose often 38.3 µM), without a hit: at the top dose activity change, negative = inhibition, hits mostly inhibitors; 410,000 compounds, 1.6% hits; further: on the % scale 0 is the no-effect control and ±100 the full control effect; nearly all actives have a fitted effect of over 55% in size
Target sequence (P43220 whole entry, looked up): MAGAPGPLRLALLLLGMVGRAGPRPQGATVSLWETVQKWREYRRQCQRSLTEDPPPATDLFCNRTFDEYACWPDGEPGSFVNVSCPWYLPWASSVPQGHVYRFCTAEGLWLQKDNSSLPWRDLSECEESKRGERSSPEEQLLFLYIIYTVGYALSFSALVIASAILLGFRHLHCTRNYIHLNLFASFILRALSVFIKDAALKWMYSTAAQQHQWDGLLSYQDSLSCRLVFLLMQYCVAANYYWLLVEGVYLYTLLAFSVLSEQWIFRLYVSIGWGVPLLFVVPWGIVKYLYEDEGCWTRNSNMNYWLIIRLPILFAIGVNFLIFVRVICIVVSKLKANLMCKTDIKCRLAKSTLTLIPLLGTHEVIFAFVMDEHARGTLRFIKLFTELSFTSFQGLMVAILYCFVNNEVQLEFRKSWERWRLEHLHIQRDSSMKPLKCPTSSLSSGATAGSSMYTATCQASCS
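Readout was luciferase luminescence, measured 12 min after detection reagent at room temperature. Beforehand, GLP-1R reporter HEK293 cells had sat 12 h, then received compounds for 24 hr at 37 deg C.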
HT1080NT lethal – qHTS for induction of synthetic lethality in tumor cells producing 2HG: qHTS for the HT-1080-NT fibrosarcoma cell line; AID 686970, 2013; HT-1080-NT fibrosarcoma viability, CellTiter-Glo ATP luminescence, 48 h; 360,000 compounds, 1.6% hits; Potency, µM (doses to about 46.1 µM), inactives show top-dose activity, negative = less viability, usual class: cytotoxic;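 further: NT is the 2HG producing partner of a matched IDH1 knockdown line; 0% = DMSO-treated cells and -100% = media-only wells without cells; nearly all actives have a fitted effect of over 55% in size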
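HT-1080-NT fibrosarcoma cells (2HG-overproducing), 750 cells/well in RPMI with 5% FBS, dosed after 2 h and incubated 48 h at 37C. CellTiter-Glo luminescence normalized to DMSO and no-cell wells; concentration-response curves fitted and classed.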
KB-3-1 cytotox – qHTS assay for MDR1-selective chemotherapeutics: Primary screen using the parental adenocarcinoma cell KB-3-1. KB-3-1 viability, CellTiter-Glo ATP luminescence, 72 h. Potency, µM (titrated, usually from 46.1 µM), without a hit: at the top dose activity change, negative = cytotoxic, hits mostly cytotoxic. 400,000 compounds, 1.4% hits. AID 1347075, 2019; further: on the % scale 0 is the no-effect control and ±100 the full control effect; nearly all actives have a fitted effect of over 60% in size
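Viability of parental KB-3-1 cells, measured by CellTiter-Glo luminescence, followed a 72 h incubation at 37 °C with pinned compounds in phenol-red-free DMEM containing 10% FBS.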
HT1080 IDH1KD tx – qHTS for induction of synthetic lethality in tumor cells producing 2HG: qHTS for the HT-1080-IDH1KD cell line; HT-1080 IDH1 knockdown viability, ATP luminescence, 48 h; Potency, µM (doses to about 46.1 µM), inactives show at the top dose activity, negative = toxicity, most hits filed as cytotoxic; 360,000 compounds, 2% hits; AID 686971, 2013;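 further: 0% = DMSO wells and -100% = cell-free medium wells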
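Knockdown cells (IDH1KD HT-1080) received compounds 2 h after plating at 750 cells/well and were kept 48 h at 37 °C in 5% FBS RPMI. A CellTiter-Glo luminescence read gave % activity for curve fitting.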
GLP-1R agonist – qHTS of GLP-1 Receptor Agonists | AID 624172, 2012 | Potency, µM (top dose mostly 45.6 µM), for the others: at the highest dose activation, hits mostly activators | 380,000 compounds, 0.007% hits | Glucagon-like peptide 1 receptor (Homo sapiens), P43220 | HEK293 GLP-1R CRE-luciferase, luminescence, 4-6 h; cells express a hypersensitive GLP-1R form; further: % of control where 0% means no effect
GLP1R cytotox – qHTS of GLP-1 Receptor Inverse Agonists: Cytotox Screen. HEK293 cAMP-luciferase reporter cells, luminescence, 24 h. Potency, µM (highest dose often 38.3 µM), for inactives: at the top dose activity change, negative = inhibition, most hits filed as inhibitors. 410,000 compounds, 0.13% hits. AID 624418, 2012;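 further: loss of luciferase light is scored as toxicity; on the % scale 0 is the no-effect control and ±100 the full control effect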
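Here, cytotoxicity is scored as loss of luminescence. The MLSMR collection was tested on cells seeded in medium containing 10% Nu serum, with a 24 hr compound exposure preceded by 12 hours of culture.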
* = called active by the depositor; ? = inconclusive; . = not tested or not shown; & = joins results of further samples; [ ] = another dose, or the depositor's remark. The call rests on the fitted dose curve; in most records, active means well fitted curve in the direction sought with a large enough effect; inconclusive means small, poorly fitted or top-dose-only effect, or another doubt; inactive means no such curve, though single readings can be large; an effect the other way counts as inactive or inconclusive. Potency means the concentration at half of the fitted maximal effect.

SMILES	TDP43 rescue	KB-V1 cytotox	SW480 rerep	GLP1R inv ag	HT1080NT lethal	KB-3-1 cytotox	HT1080 IDH1KD tx	GLP-1R agonist	GLP1R cytotox
CCOC(=O)c1cnc(-n2nc(C)cc2C)nc1NC1CCCCC1	?	8.2µM*	?	1.3µM*	?	?	-15%	0%	1µM*
O=S(=O)(c1ccc(F)c(F)c1F)N1CCN(C(=S)Nc2ccccc2)CC1	20%	?	-4%	?	1%	-2%	-2%	7%	13%
COC(=O)[C@H](CC(C)C)N(Cc1ccccc1)S(=O)(=O)N(Cc1ccccc1)[C@@H](CC(C)C)C(=O)OC	2%	?	-5%[9.22 µM]	?	-1%	?	-3%	0%	2%
O=C(NCc1ccccn1)C1CCCN(S(=O)(=O)c2ccccc2)C1 (configuration not stated)	0%	-19%	3%	0%	-22%	5%	-10%[9.24 µM]	-1%	1%
CCN(CC)S(=O)(=O)c1cc(OC)c(C)cc1C	-14%	?	-7%	-10%	4%	-13%	6%	5%	2%
O=C(c1ccc(Cl)cc1)C1CCCN(Cc2cnn(-c3ccccc3)c2)C1 (configuration not stated)	1%	?	-6%	-10%[0.307 µM]	?	-7%	?	8%	-1%[0.307 µM]
COc1cc(C(=O)Nc2ccc3c(c2)OCO3)ccc1OCc1c(C)noc1C	-5%[0.397 µM]	-7%	1%	27%	?	8%	-26%	27%	-19%
Cc1cc(C(=O)COc2ccc(-c3nnco3)cc2)c(C)n1Cc1ccccc1	24%	2.9µM*	0%	?	?	16µM*	?	-2%	-27%
c1ccc2c(c1)Cn1nnnc1-2	-12%	18%	-10%	0%	11%	5%	15%	-5%	10%
CCN1CCN(Cc2ccc(NC(=O)c3cc(NC(=O)C(=O)c4c[nH]c5ccccc45)cc(OC)c3)cc2C(F)(F)F)CC1	26%&25%	?	?	10µM*	16µM*	?	?	-15%&-20%	?
CCCNC(=O)N1CCCC(C(=O)c2cccc(Cl)c2)C1 (configuration not stated)	11%	-6%	-2%	-6%	1%	5%	-1%	20%	-8%
O/N=C/c1cc(Br)ccc1OCc1cccc(F)c1	?	?	-4%	?	-4%	3%	-29%	3%	17%
O=C(CSc1nnc(COc2ccccc2Cl)o1)NC(=O)NCc1ccco1	-16%	-14%	-13%	-5%	23%	-2%	3%	1%	2%
COc1ccc(/C=N/NC(=O)c2ccc(NC(=O)c3cccc([N+](=O)[O-])c3)cc2)c(C(=O)O)c1OC	6%	-2%	-3%	-8%	-21%	9%	-15%	3%	1%
CCCCC(O)(c1ccc(CC)cc1)C(CN1CCOCC1)c1ccccc1 (configuration not stated)	19%	-16%	?	?	?	16µM*	?	5%	?
CN1CCC(N(C)C(=O)/C(C#N)=C\c2ccc(OC(F)F)cc2)CC1	-23%	?	-2%	?	2%	0%	0%	2%	-18%
Cc1ccc(NC(=S)N(CCCN2CCC(C)CC2)Cc2ccco2)cc1	-2%	?	4%	?	1%	0%	-5%	-2%	-6%[7.66 µM]
CCOC(=O)c1ccc(N2C(=O)CC(Sc3ncccn3)C2=O)cc1 (configuration not stated)	1%	-9%	-15%	-1%	9%	7%	0%	2%	1%
Cc1ccccc1NCc1nc2ccccc2n1C	-1%	-2%	7%	?	-2%	-8%	-15%	2%	0%
Cc1cccc(C)c1NC(=O)CNC(=O)C(C)N1CCN(c2cccc(Cl)c2)CC1 (configuration not stated)	19%	?	-1%	?	-11%	?	-1%	-2%	-6%
COc1ccc(C2C(C#N)=C(N)N(c3ncn[nH]3)C3=C2C(=O)CCC3)cc1 (configuration not stated)	5%	13%	2%	45%[activator]	1%	-5%	-11%	3%	-1%
CCN(CC)S(=O)(=O)c1ccc(NC(=O)[C@H](CCSC)N2Cc3ccccc3C2=O)cc1	18%	-21%	.	?	.	?	.	-2%	-10%
O=S(=O)(c1ccccc1)N1CCN(Cc2ccccc2)CC1	17%	?	-5%	-14%	5%	?	5%	-5%	-1%
C[C@@H]1NC(=O)[C@@]2(C)[C@@H](c3ccccc3)[C@H]3COc4ccc(Cl)cc4[C@@H]3N2C1=O	21%	18%	-4%	6%	0%	23%	10%	12%	8%
COc1ccc(CNC(=O)c2c(Nc3ccccc3C)sc(C(=O)c3ccccc3)c2N)cc1	?	?	.	?	.	?	.	.	-27%

One compound at a time (already shown). Order of screens: TDP43 rescue	KB-V1 cytotox	SW480 rerep	GLP1R inv ag	HT1080NT lethal	KB-3-1 cytotox	HT1080 IDH1KD tx	GLP-1R agonist	GLP1R cytotox
Entry for CCN(CC)S(=O)(=O)c1cc(OC)c(C)cc1C = -14%	?	-7%	-10%	4%	-13%	6%	5%	2%
Entry for Cc1cc(C(=O)COc2ccc(-c3nnco3)cc2)c(C)n1Cc1ccccc1 = 24%	2.9µM*	0%	?	?	16µM*	?	-2%	-27%
Entry for O/N=C/c1cc(Br)ccc1OCc1cccc(F)c1 = ?	?	-4%	?	-4%	3%	-29%	3%	17%

(further entries)
SMILES	TDP43 rescue	KB-V1 cytotox	SW480 rerep	GLP1R inv ag	HT1080NT lethal	KB-3-1 cytotox	HT1080 IDH1KD tx	GLP-1R agonist	GLP1R cytotox
CC(=O)Nc1ccc(S(=O)(=O)N2CCOCC2)cc1	29%	5%	-17%	0%	3%	-2%	1%	-6%	-4%
CCOc1cc(C(C#N)N2CCOCC2)ccc1OC (configuration not stated)	-15%	-1%	-3%	0%	-1%	-7%	-4%	11%	6%
COc1ccc(C(C)=O)cc1CSc1nc2ccccc2o1	2%	-9%	-3%	?	-18%	-7%	-15%	23%	5%
CSc1ccccc1NC(=O)Nc1cccc(Cl)c1	18%	16µM*	15%	?	7%	?	2%	-3%	-16%
COc1ccc(N2CC(C(=O)OCC(=O)Nc3cc(C)on3)CC2=O)cc1 (configuration not stated)	-12%	-5%	-56%[inhibitor]	1%	5%	8%	17%	2%	-3%
COC(=O)c1ccc(Cn2cnc3c(N)ncnc32)cc1	-8%	-16%	1%	63%[activator]	0%	11%	15%	4%	78%[activator]
Cc1ccc(C(=O)NCCn2cc(SCC(=O)N3CCOCC3)c3ccccc32)cc1	2%	-6%	-3%	19%	0%	-16%	1%	-1%	-6%
CC1(C(=O)O)CCN1C(=O)/C=C/c1ccccc1 (configuration not stated)	8%	3%	.	4%	22%	0%	-1%	-1%	3%
O=C(COc1ccc([N+](=O)[O-])cc1Cl)N1CCOCC1	13%	-1%	-10%	-4%	-2%	3%	-9%	-4%	-13%
O=S(=O)(Nc1ccc(Cl)cc1)c1ccc2c(c1)CCO2	-11%[1.82 µM]	-9%	-2%	?	-12%	4%	-3%	23%	1%
Cc1cc(C)nc(/N=C(\N)N2CCc3ccccc32)n1	-8%	?	-6%	21%	6%	9%	6%	14%	-12%
C[C@H](NC(=O)c1ccccc1Cl)C(=O)OCCOc1ccc(Cl)cc1	18%	0%	-5%	3%	1%	8%	-5%	0%	-1%
CC(C)(C)NC(=O)NC(=O)COC(=O)CNS(=O)(=O)/C=C/c1ccccc1	15%	?	-16%	7%	-15%	23%	0%	-3%	-29%
Cc1ccc(Nc2nc(Oc3ccc(OCc4ccccc4)nn3)nc(N3CCOCC3)n2)cc1	15%	5%	?	?	0%	-20%	2%	0%	-4%
O=C(Nc1ccc(-n2cccc2)cc1)C1CC1	11%	-13%	6%	-17%	0%	-1%	0%	3%	13%
COc1ccc(N(CC(=O)NC2CC2)S(=O)(=O)c2ccccc2)cc1	-9%	-12%	-17%	11%	-2%	23%	16%	11%	9%
CC(=O)Nc1ccc(C(=O)OCC(=O)N2CCCC2=O)cc1	-22%	20%	-2%	9%	-7%	-1%	9%	-2%	-10%
Cn1c(NCCN2CCCC2)nc2cc(-c3ccccc3)sc2c1=O	7%	-4%	.	?	?	0%	13µM*	-3%	6%
O=C1Oc2ccccc2C2(O)C3CCCCCC3C12 (configuration not stated)	-4%	2%	1%	-7%	1%	6%	0%	12%	-4%
Cc1ccccc1NCc1ccc([N+](=O)[O-])s1	11µM*	-14%	?	?	?	?	-3%	1%	10%
O=C(CSc1cccc[n+]1[O-])Nc1cc(Cl)ccc1[N+](=O)[O-]	0%	-18%	2%	11%	1%	13%	14%	12%	-34%
COc1c2c(cc3c1C(CC(O)Cc1ccccc1)N(C)CC3)OCO2 (configuration not stated)	-22%	-5%	-2%	?	-19%	-4%	-25%	9%	?
NS(=O)(=O)c1ccc(CCNC(=O)c2ccc(Cl)s2)cc1	2%	2%	?	7%	0%	3%	-5%	0%	-12%
COc1cc(NC(=O)C2CC(=O)NC3=C2C(=O)CCC3)c(OC)cc1Cl (configuration not stated)	-28%	-13%	3%	173%[activator]	-18%	-1%	?	?	-4%
CCc1nc2ccc(C(=O)NCCCN3CCCC3=O)cn2c1N(C)C(=O)COc1ccccc1	9%	4%	.	17%	16%	0%	24%	-4%	-2%
O=[N+]([O-])c1ccc(N2CCN(C(=S)Nc3ccc(F)cc3F)CC2)cc1	20%	?	-35%[inhibitor]	-27%	-13%	-12%	-3%	0%	?
C[N+](C)(C)c1ccc(/C=N/Nc2nc(Cl)c(C#N)c(Cl)c2Cl)cc1	-1%	6%	-5%	18%	1%	-4%	-2%	-1%	10%

An excerpt from above in order of number of heavy atoms, lowest first:
SMILES	TDP43 rescue	KB-V1 cytotox	SW480 rerep	GLP1R inv ag	HT1080NT lethal	KB-3-1 cytotox	HT1080 IDH1KD tx	GLP-1R agonist	GLP1R cytotox
O=C(Nc1ccc(-n2cccc2)cc1)C1CC1	11%	-13%	6%	-17%	0%	-1%	0%	3%	13%
CC(=O)Nc1ccc(S(=O)(=O)N2CCOCC2)cc1	29%	5%	-17%	0%	3%	-2%	1%	-6%	-4%
COc1c2c(cc3c1C(CC(O)Cc1ccccc1)N(C)CC3)OCO2 (configuration not stated)	-22%	-5%	-2%	?	-19%	-4%	-25%	9%	?
